From PubChem BioAssay
mcGAS RapidFire = blocks mouse cGAS cGAMP production; AID 1259397; Q8C6L5; inhibition, % at 12.5 µM; recombinant mouse cGAS, cGAMP by RapidFire MS; 130,000 compounds, 0.18% hits;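 active = inhibition of cGAS enzyme activity at or above 60%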;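 also: enzyme stimulated by 45 bp dsDNA with ATP and GTP substrates; cGAMP share of summed cGAMP plus half ATP and half GTP signals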
Target sequence (Q8C6L5 whole entry, looked up): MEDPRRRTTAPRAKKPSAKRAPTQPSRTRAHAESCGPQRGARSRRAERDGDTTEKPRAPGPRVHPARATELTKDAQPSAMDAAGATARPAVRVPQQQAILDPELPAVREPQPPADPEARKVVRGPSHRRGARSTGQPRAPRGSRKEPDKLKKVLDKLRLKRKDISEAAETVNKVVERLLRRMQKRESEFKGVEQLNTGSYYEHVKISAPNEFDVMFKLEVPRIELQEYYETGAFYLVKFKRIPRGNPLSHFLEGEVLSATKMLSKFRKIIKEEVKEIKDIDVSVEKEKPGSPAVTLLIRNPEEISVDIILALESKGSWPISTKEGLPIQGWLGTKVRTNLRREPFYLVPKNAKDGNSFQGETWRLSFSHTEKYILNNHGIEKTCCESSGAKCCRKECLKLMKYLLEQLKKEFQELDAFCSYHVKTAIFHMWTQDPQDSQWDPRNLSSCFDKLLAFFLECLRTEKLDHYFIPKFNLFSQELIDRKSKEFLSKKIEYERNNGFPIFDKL
* marks the source's active call; other numbers are inactive results; & = joins results of further samples.

molecule | mcGAS RapidFire
CC1C(=O)N(c2ccc([N+](=O)[O-])cc2)CCN1C(=O)c1ccc(F)cc1 (stereo unspecified) | -5
O=C(c1ccc2ccccc2c1)N1CCn2c(nnc2C(=O)N2CCCCC2)C1 | -7
c1ccc(-n2cc(CN3CCN(c4ncnc5ccccc45)CC3)cn2)cc1 | -12
O=C(O)CNC(=O)c1ccc([N+](=O)[O-])o1 | -1
COc1ccc(C2CCCN2c2cn[nH]c(=O)c2Cl)cc1 (stereo unspecified) | -10
CN(Cc1cnccn1)C(=O)NC1CC1C1CCCCC1 (stereo unspecified) | -7&1
OC1CNC(c2cc(F)ccc2F)C1 (stereo unspecified) | 0
CC(C)C[N+]1=C2SCCCN2C(O)(c2ccc(OC(F)F)cc2)C1 (stereo unspecified) | -2
CC(CCc1ccccc1)NC(=O)N(C)Cc1ccc(N(C)C)cc1 (stereo unspecified) | 2
CCOC(=O)C1(CCc2ccccc2)CCCN(C(=O)C2=C(C)OCCO2)C1 (stereo unspecified) | -3
Cc1noc(C)c1CCC(=O)Nc1sc2c(c1C(N)=O)CCCC2 | -11
O=C(NC1CCCCC1)c1cccnc1OCC(F)(F)F | 0
Cc1c(C(C)NC(=O)C2(c3ccc(Cl)cc3)CCC2)cnn1-c1ccccn1 (stereo unspecified) | 2
O=[N+]([O-])C(C(=NCc1ccccc1)NCc1ccccc1)C(Cl)=C(Cl)Cl (stereo unspecified) | 9
Fc1ccc(-c2nc3n(c2-c2ccncc2)CCS3)cc1 | -15
CN(C)C(=O)c1ccc(CNC(=O)C23CC4CC(CC(C4)C2)C3)cc1 | -5
CCOc1ccc(N=C2SC(C(=O)Nc3ccc(C)c(Cl)c3)CC(=O)N2C)cc1 (stereo unspecified) | -7
Oc1oc(-c2cccc3ccccc23)nc1C=Nc1ccc(I)cc1 | -4
O=c1ccc(-c2cccs2)nn1CCCNS(=O)(=O)c1ccc2c(c1)OCCO2 | 6
CNC(=O)c1ccccc1NC(=O)c1ccc(C)cc1C | -6
O=c1[nH]c(C=Cc2ccsc2)nc2sc3c(c12)CCCCC3 | -11
CC(=O)NCc1ccc(C(=O)Oc2c(C)nn(C)c2C)cc1 | -4
COc1ccc(OC)c(S(=O)(=O)N(C)CCCN2c3ccccc3CCc3ccccc32)c1 | 13
Cn1ncc(Cl)c1C(=O)Nc1ccc(CN2CCCCC2)cc1 | -2
Cc1nn(C)c(C)c1C(=O)NC(C)c1ccccc1Cl (stereo unspecified) | -7
CN(Cc1c(F)cccc1Cl)C(=O)c1cn2ccccc2n1 | -7
Cn1c(=O)[nH]c(=O)c2c1nc(SCC(=O)OCc1ccccc1)n2Cc1ccccc1 | -6
O=C(O)C1CCN(C(=O)c2cc(F)ccc2Br)CC1 | -8
CCn1nc(C)c(NC(=O)Nc2cccc(-c3ncc(C)o3)c2)c1C | 7
CN1C(=O)COCc2c(-c3cccc(O)c3)cccc21 | 0

Quoted from the listing.
mcGAS RapidFire result of `COc1ccc(OC)c(S(=O)(=O)N(C)CCCN2c3ccccc3CCc3ccccc32)c1` = 13
mcGAS RapidFire result of `Cn1ncc(Cl)c1C(=O)Nc1ccc(CN2CCCCC2)cc1` = -2

Next part.
molecule | mcGAS RapidFire
O=C(COc1cccc(C(F)(F)F)c1)NCCCn1nc(-c2ccncc2)ccc1=O | -2
CCN(CC)S(=O)(=O)c1ccc(NCc2nc(C)c(C)o2)cc1 | -49
C=CCNC(=O)c1ccc(-c2cnc3ccccc3c2)o1 | 34
Cc1ccc(NC(=O)CC(=O)N2CCN3CCCC3C2)c(C)c1 (stereo unspecified) | -38
CCCc1nccn1S(=O)(=O)c1cc(F)ccc1OC | -28
COC(=O)CCSC(C)C(=O)Nc1ccccc1 (stereo unspecified) | -8
Cc1nc(-n2nc(-c3ccco3)cc2NC(=O)/C=C\c2ccc3c(c2)OCO3)[nH]c(=O)c1C | 1
COc1cc(=O)n(-c2ccccc2)nc1C(=O)N1CCCCC1 | -25
Cc1nn(CC(=O)O)c2c1C(c1sc3ccccc3c1C)CC(=O)N2 (stereo unspecified) | -3
COc1ccc(F)cc1C(=O)Nc1ccc(N2CCCC2)cc1 | -5
O=C(CN1CCn2cccc2C1c1ccccc1)NC1CCCC1 (stereo unspecified) | -15
Cc1ccc(CN(C)CC(=O)NNC(=O)c2ccccc2Br)c(C)c1 | -4
CCCCNC1=NCCCS1 | -10
CN(c1ccccc1)N1C(=O)c2ccccc2NC12CCN(C(=O)c1ccc3nonc3c1)CC2 | -9
CNC(=O)CN(c1cccc(OC)c1)S(=O)(=O)c1cccc(F)c1 | -3
O=C(CCc1cccnc1)N[C@@H]1c2ccccc2C2(CCNCC2)[C@H]1O | -22
N=C1SCCN1CC(O)c1ccccc1 (stereo unspecified) | -10
O=C(Nc1cnc2n1CCCC2)c1ccc(-n2cnnc2)cc1 | -3
CC1=CC(C)(C)N2C(=O)C(C(C#N)C#N)(C3NC(=S)NC3=O)c3cc(C)cc1c32 (stereo unspecified) | 10
OC[C@H]1O[C@@H](n2cnc3c(NC4CCCC4)nc(Cl)nc32)[C@@H](O)C1O (stereo partly specified) | -11
O=C(CC1c2ccccc2CCc2ccccc21)NCCN1CCOCC1 | -7
CCN(C(=O)C(C)S(=O)(=O)C(C)C)c1cc(C)cc(C)c1 (stereo unspecified) | -8
COc1ccc(-c2c(NC(=O)CC(C)C)oc3c(C)cccc3c2=O)cc1OC | -8
Cc1ccc(-n2ncc3c(=O)n(NC(=O)c4ccccc4C(F)(F)F)cnc32)cc1C | -4
CSC1CCCC1NC(=O)N1CCCN(CC(F)(F)F)CC1 (stereo unspecified) | -1
Cc1[nH]nc2ncc(NC(=O)c3cc4c(s3)CCCC4)cc12 | -2
Cc1oc2nc(SC(C)C(=O)NC(C)C)nc(NC(=O)c3ccccc3)c2c1C (stereo unspecified) | 1
CCC(CNC(=O)C1CCCN1)Oc1ccccc1F (stereo unspecified) | -32
CC1CC(C)CN(c2ccc(-n3cnnn3)cc2[N+](=O)[O-])C1 (stereo unspecified) | -8
Cc1cccc(C)c1OCC(=O)NNC(=O)CN(C)S(=O)(=O)c1cccs1 | 7
CN(C)S(=O)(=O)c1ccc(S(=O)(=O)N2CCN(CCC#N)CC2)cc1 | 10
CC1=C(C(=O)OCC2CCCO2)C(c2cccc([N+](=O)[O-])c2)NC(=O)N1 (stereo unspecified) | -7
Cc1noc(C)c1C(=O)OC(C)C(=O)NC(C)C1CC2CCC1C2 (stereo unspecified) | -1
CCn1c(SCCC#N)nc2sc(C)c(C)c2c1=O | 6
Brc1ccc(-c2cn3ccccc3n2)s1 | -9
CC1CC1C(=O)N1CCN(S(=O)(=O)c2ccccc2F)CC1 (stereo unspecified) | -12
CC(=O)N1CCC(C(=O)NCc2cccnc2N(C)Cc2ccccc2)CC1 | -9
Cc1ccc(CNC(=O)NCC#Cc2ccccc2)c(C)c1 | 0
CCOc1cccc2c1OCC(C(=O)NCCc1csc(C)n1)=C2 | -3
c1ccc2oc(CSc3nnc(C4CC4)n3C3CC3)nc2c1 | 2
Cc1ccccc1N1CCN(C(=O)/C=C/c2cnn(C)c2)C(C)C1 (stereo unspecified) | -8
C#CCOCC(O)C[n+]1ccccc1 (stereo unspecified) | 1
CCn1c(C2CCCN(C(=O)CCN3CCCO3)C2)nn(C)c1=O (stereo unspecified) | -8
CCCNC(=O)CSc1ncnc2c1nnn2CC | -13
CC(C)CN(CCN(C)C)C(=O)NC(C)c1ccc(Br)cc1 (stereo unspecified) | -1
CC(=O)N1CC(C)CN(Cc2cccc3c2OCCO3)c2ccccc21 (stereo unspecified) | -33
Clc1ncnc2c1C(c1ccccc1)c1c(Cl)ncnc1O2 | -27
CC1CCCN(S(=O)(=O)c2ccc3[nH]c(=O)cc(C(=O)NC4CCCC4)c3c2)C1 (stereo unspecified) | -11
Cn1c(NCc2ccncc2)nc2cc(-c3ccsc3)sc2c1=O | 6
CCC(CC)CN(CCC#N)C(=O)c1csc(C)n1 | -8
Cc1ccc(OC2(C(=O)NCc3sccc3C)CCNCC2)cc1 | -7
Cc1n[nH]c(C)c1CCNC(=O)Nc1ccccc1-c1ccccc1 | -3
Cc1ccccc1-c1n[nH]c(=O)o1 | -9
CC1C(=O)N(c2ccc([N+](=O)[O-])cc2)CCN1C(=O)c1cccc(F)c1 (stereo unspecified) | -5
CCOC(=O)C1=C(C)NC(c2ccccc2[N+](=O)[O-])NC1c1ccccc1[N+](=O)[O-] (stereo unspecified) | -11
Cc1sc2nc(CN3CCC(C)CC3)n(CC(=O)Nc3ccc(F)cc3F)c(=O)c2c1C | -13
Cc1ccc2nc(NC(=O)CSc3nc4c(c(=O)n3Cc3ccccc3)SC(C)C4)sc2c1 (stereo unspecified) | -5
COc1ccc(-n2c(=O)[nH]c3cc(C(=O)NCCc4ccc(Cl)cc4)ccc3c2=O)c(OC)c1 | -4
COC(=O)C1=NOC(C(=O)O)C1 (stereo unspecified) | 0
OCCCc1nc2ccccc2n1-c1ccc2[nH]ccc2c1 | 9

Reformatted with each value named: entries from further up.
CC1C(=O)N(c2ccc([N+](=O)[O-])cc2)CCN1C(=O)c1cccc(F)c1 (stereo unspecified)
  mcGAS RapidFire: -5

CC1CC1C(=O)N1CCN(S(=O)(=O)c2ccccc2F)CC1 (stereo unspecified)
  mcGAS RapidFire: -12

CCn1c(SCCC#N)nc2sc(C)c(C)c2c1=O
  mcGAS RapidFire: 6

Cc1n[nH]c(C)c1CCNC(=O)Nc1ccccc1-c1ccccc1
  mcGAS RapidFire: -3

The list continues.
SMILES,mcGAS RapidFire
CN(Cc1ccc(Cl)cc1Cl)C(=O)c1ccc2c(c1)CCC(=O)N2,0
Cc1[nH]c(SCC(=O)N2CCCCCC2)nc1Cc1ccccc1,-6
O=C(CNCCO)N1N=C(c2cn(-c3ccccc3)nc2-c2ccccc2)CC1c1ccco1 (stereo unspecified),1
O=C(CSc1nc2[nH]ncc2c(=O)[nH]1)NCC1CCCO1 (stereo unspecified),-4
O=C(CCC1CCN(Cc2ccccc2O)CC1)NC1CC1,-2
CCc1nnc(NC(=O)CSc2nc3c(c(=O)n2C)SC(C)C3)s1 (stereo unspecified),-8
COC(=O)c1cn(C2CCCCC2OC(=O)c2cnn(C)c2)nn1 (stereo unspecified),-7
COc1ccc(OCC(=O)Nc2cc(C3CC3)nn2-c2nc(C)cc(=O)[nH]2)cc1,-8
O=C(NCC(=O)N1CCC(n2c(=O)[nH]c3ccccc32)CC1)c1ccc2c(c1)OCO2,-24
NC(=O)CCSc1nc2sccc2c(=O)n1-c1ccccc1,-2
CC1CN(CCc2ccccc2)c2nc3c(c(=O)[nH]c(=O)n3C)n2C1 (stereo unspecified),-5
CC(C)C(NC(=O)C1CCN(C(=O)OCC(F)(F)F)CC1)c1nc2ccccc2[nH]1 (stereo unspecified),14
O=c1oc2ccccc2c(O)c1C=Nc1ccc(Cl)cn1,0
c1ccc(OCCCN2CCc3ccccc3C2)cc1,7
COc1cc(=O)n(-c2ccccc2C)nc1C(=O)N1CCN(c2ccccc2Cl)CC1,-27
Cc1noc(C)c1NC(=O)c1n[nH]c(C(C)C)c1Br,-10
Cc1cc(C(=O)N(Cc2ccccn2)c2nc3c(C)c(Cl)ccc3s2)n(C)n1,-3
Cc1nc(CNC(=O)C(C)Cn2cccn2)cs1 (stereo unspecified),-14
CC1CN(c2ccccc2)c2nc3c(c(=O)n(CCN4CCCCC4)c(=O)n3C)n2C1 (stereo unspecified),-10
Cc1nn(-c2ccc(F)cc2)c(C)c1C(=O)N1CCCC2(CC1)CNC(=O)O2 (stereo unspecified),-10
O=C(Cc1ccccc1O)N1CCc2cc(Br)ccc21,-7
CCc1sc(C(=O)OCC(=O)N(C)CC(=O)Nc2ccc(C)cc2)cc1C,2
CC1(c2ccccc2)OC(=O)C(C#N)C12CCCCC2 (stereo unspecified),-21
CC1=NN(c2ccc(C(=O)OC(C)C(=O)NC(=O)NCC(C)C)cc2)CC1 (stereo unspecified),1
COC(=O)c1ccc(CN2C(=O)C(Cc3cccc(F)c3)ON=C2C)o1 (stereo unspecified),-3
CC1CC(C(N)=O)c2ccccc2N1C(=O)c1cnc(C(C)(C)C)s1 (stereo unspecified),-8
CC(C)C[C@@H](N)C(=O)N(C)Cc1cc(-c2ccccc2)no1,-20
O=C(NCCn1nc(-c2ccncc2)ccc1=O)Nc1ccc(F)cc1,-10
Cn1c(=O)n(CCSc2ccc(Cl)cc2)c(=O)c2ccccc21,-13
COc1ccc(Br)cc1C(N)=S,6
Cc1ccccc1OCC(=O)N=Nc1c(O)n(C)c2ccccc12,-3
COC(=O)c1ccc(NC(=O)c2cc(=O)c(OC)co2)cc1,-5
COc1ccc(CN2CCC2(C)C(=O)NCCNC(C)=O)c2ccccc12 (stereo unspecified),-2
COc1ccc(F)c(CN2CCCC(Cn3ccnc3)C2)c1 (stereo unspecified),-17
COc1ccc(-c2noc(CN(C)Cc3nccn3C)n2)cc1,-10
Cc1nn(S(=O)(=O)c2ccc([N+](=O)[O-])cc2)c(C)c1Sc1ccccc1,-8
Cc1ncoc1C(=O)N1CCC(CCC(=O)Nc2ccc3c(c2)OCCO3)CC1,-7
Cc1ccc(C(N)=O)c(OCc2c(Cl)ccc3cccnc23)c1,5
CC(NC(=O)C1(c2ccccc2)CCC1)C(=O)N1CCS(=O)(=O)CC1 (stereo unspecified),5
Cc1nn(-c2ccccc2)c2nc(C(Cl)(Cl)Cl)[nH]c(=O)c12,-11
CC(C)(C)c1cccc(OS(=O)(=O)c2ccc3[nH]c(=O)[nH]c(=O)c3c2)c1,-8
Nc1nc(C(F)(F)F)nn1C(=O)c1cnn(-c2cccc(Cl)c2)c1,6

In a second layout: 4 of the compounds above.
mcGAS RapidFire	molecule
-11	O=c1[nH]c(C=Cc2ccsc2)nc2sc3c(c12)CCCCC3
2	Cc1c(C(C)NC(=O)C2(c3ccc(Cl)cc3)CCC2)cnn1-c1ccccn1 (stereo unspecified)
-2	Cc1[nH]nc2ncc(NC(=O)c3cc4c(s3)CCCC4)cc12
-8	CC(C)(C)c1cccc(OS(=O)(=O)c2ccc3[nH]c(=O)[nH]c(=O)c3c2)c1

The list is partial; rates above refer to the full screens.
